# All columns: NCI-60 one-dose screen, growth in % after 48 h at 10 µM unless noted; 100 = growth as untreated, 0 = no growth, -100 = all killed.
# OVCAR-3: OVCAR-3 ovarian cancer; 79,000 compounds, 7% hits; AID 1794787
# SK-OV-3: SK-OV-3 ovarian cancer cells; 80,000 compounds, 3.2% hits
# ACHN: ACHN renal cancer; 81,000 compounds, 4.9% hits
# IGROV1: IGROV1 ovarian cancer. 79,000 compounds, 4.7% hits
# A498: A498 renal cancer cells. 76,000 compounds, 5.4% hits. AID 1794774
# OVCAR-4: OVCAR-4 ovarian cancer cells; 80,000 compounds, 3.7% hits
# OVCAR-8: OVCAR-8 ovarian cancer; 81,000 compounds, 4.4% hits; AID 1794782
# OVCAR-5: OVCAR-5 ovarian cancer | AID 1794783 | 82,000 compounds, 2.9% hits
# RXF 393: RXF 393 renal cancer cells; 77,000 compounds, 6.9% hits; AID 1794773
# * hit, by the source's call; nt = not tested or not shown; & = joins results of further samples; [ ] = another dose, or the depositor's remark. How the source made its calls: active means growth percent below 10; inactive means the rest.
SMILES,OVCAR-3,SK-OV-3,ACHN,IGROV1,A498,OVCAR-4,OVCAR-8,OVCAR-5,RXF 393
CN(C)CCOc1nc2c(c(=O)n(C)c(=O)n2C)n1C,105,101,99,102,90,109,99,101,110
COc1ccc(-c2csc(NC(=O)c3cc(O)c(O)c(O)c3)n2)cc1,73,77,36,46,112,59,58,86,nt
CC1=NN(c2ccc(S(=O)(=O)O)cc2)C(=O)C1N=Nc1ccc(-c2ccc(N=Nc3ccc(O)c(C(=O)O)c3)c(C)c2)cc1C (centres undefined),95,96,95,76,102,99,97,99,114
Nc1ccc(C(=O)Nc2ccc(NC(=O)c3ccco3)c(O)c2)cc1,123,114,114,76,109,95,108,109,113
O=C(Nc1ncc(Cc2cc(C(F)(F)F)ccc2Cl)s1)C1COc2ccccc2O1 (centres undefined),87,81,96,75,96,77,88,85,80
c1csc(-c2c3ccc(=[N+]4CCCCC4)cc-3oc3cc(N4CCCCC4)ccc23)c1,-97*,-89*,-94*,-67*,-96*,-54*,-34*,-83*,-97*
CCCC(CCC)NCCOC(=O)c1ccc(N)cc1,118,104,105,108,97,109,105,95,102
CCCCN(C(=O)c1ccco1)c1ccccc1,109,107,112,104,nt,99,99,92,110
CC(C)CCC[C@@H](C)[C@H]1CC[C@H]2[C@@H]3CC=C4c5sc(Nc6ccccc6)nc5CC[C@]4(C)[C@H]3CC[C@]12C,106,106,105,97,119,104,95,114,120
Cc1ccc(Cl)c(Nc2ccccc2C(=O)O)c1Cl,108&105&116,92&97&100,99&93&103,117&90&98,93&121&110,105&99&104,104&103&103,103&90&110,105&107&132
C=CCN1C=CC(=O)[C@H](O)[C@@H]1/C=C/c1ccccc1,104[100 µM],101[100 µM],103[100 µM],112[100 µM],104[100 µM],112[100 µM],95[100 µM],106[100 µM],116[100 µM]
CC1CCOS(=O)O1 (centres undefined),118&119,101&98,104&102,110&105,86&60,100&101,95&100,101&105,110&98

# 4 compounds picked at random from those above, as already listed:
SMILES,OVCAR-3,SK-OV-3,ACHN,IGROV1,A498,OVCAR-4,OVCAR-8,OVCAR-5,RXF 393
CC(C)CCC[C@@H](C)[C@H]1CC[C@H]2[C@@H]3CC=C4c5sc(Nc6ccccc6)nc5CC[C@]4(C)[C@H]3CC[C@]12C,106,106,105,97,119,104,95,114,120
CN(C)CCOc1nc2c(c(=O)n(C)c(=O)n2C)n1C,105,101,99,102,90,109,99,101,110
CC1=NN(c2ccc(S(=O)(=O)O)cc2)C(=O)C1N=Nc1ccc(-c2ccc(N=Nc3ccc(O)c(C(=O)O)c3)c(C)c2)cc1C (centres undefined),95,96,95,76,102,99,97,99,114
O=C(Nc1ncc(Cc2cc(C(F)(F)F)ccc2Cl)s1)C1COc2ccccc2O1 (centres undefined),87,81,96,75,96,77,88,85,80

# The list continues:
SMILES,OVCAR-3,SK-OV-3,ACHN,IGROV1,A498,OVCAR-4,OVCAR-8,OVCAR-5,RXF 393
O=[N+]([O-])c1ccc(Cl)c(-c2cc(CCCCO)on2)c1,111,113,101,105,87,97,105,101,99
O=C1NC(=O)C(c2c[nH]c3ccc(Br)cc23)=C1c1cccc2ccccc12,106,104,94,78,130,95,107,102,117
CC1CC=C(O)C12OCC(C)(C)CO2 (centres undefined),114,102,107,130,98,122,101,101,118
CCN(CC)CCN(C)c1ccc(CO)c2sc3cc(Cl)ccc3c(=O)c12,90,98,89,92,66,95,101,101,71
COc1nc(=O)n(C2C=CC(=O)O2)cc1F (centres undefined),34,99,32,116,98,71,46,129,81
Cc1ccc2[nH]c(=O)cc(N=[N+]=[N-])c2c1,98,62,97,98,110,107,78,87,104
CN1CCN(c2c3c(c(C#N)c4nc5ccccc5n24)CCC3)CC1,100,114,106,99,102,99,120,116,99
CC(=O)c1c(C)[nH]c2c1c(-c1ccc(C)o1)nc1ccccc12,92,106,100,103,94,89,100,101,116
CCOC(=O)C(CC)C(O)c1ccccc1 (centres undefined),117,114,104,119,100,108,103,114,122
NC(=O)N/N=C/c1ccc(Cl)cc1,112,94,112,101,67,126,nt,104,105
COc1ccc(-c2nc(-c3ccc(C)cc3)nc3[nH]c(-c4ccc(F)cc4)cc23)cc1,107,68,96,75,132,105,102,108,129
COc1cc2nc(-c3ccc(C(F)(F)F)cc3)cc(OCCN3CCOCC3)c2cc1OC,88,101,97,79,nt,90,95,82,70
COC(C(O)C=O)C(O)C(O)CO (centres undefined),108,108,95,114,105,102,102,96,118
O=S(=O)(Nc1ccc(-c2ccccc2)cc1)c1ccccc1,100,120,91,61,139,105,98,76,95
c1ccc(N(c2ccccc2)c2ccccc2)cc1,112,nt,103,104,117,114,97,104,122
CCCCOc1ccc(NC(=O)n2nc(N)c3cc(Cl)ccc32)cc1,108,111,97,94,118,104,99,94,106
COc1ccc(/C=N/N=C(N)N)cc1S(=O)(=O)O,122,105,108,89,106,117,104,106,117
O=C(O)c1cc(-c2ccc(Cl)cc2)nc2cc(Cl)ccc12,106,107,103,nt,93,105,97,115,113
Nc1ccc(Cl)c(S(=O)(=O)O)c1,101,99,97,102,84,106,93,96,95
COc1ccc(/C=C(/C(=O)NS(=O)(=O)c2ccc(Cl)cc2Cl)c2cc(OC)c(OC)c(OC)c2)cc1,102,127,119,108,96,111,101,114,110
O=c1cc(/C=N\Nc2ccc([N+](=O)[O-])cc2)[nH]c(=O)[nH]1,119,115,99,134,97,107,104,103,117
Nc1ccc(Br)c(C(F)(F)F)c1,128,123,96,117,104,117,102,92,111
CCOC(=O)/C(=C\c1ccc(-c2ccccc2)cc1)C(C)=O,98,116,104,101,92,105,113,97,96
O=C(O)CSCC(=O)Nc1ccccc1Cl,121,113,99,110,117,109,109,105,114
Cc1ccc(-c2nc(S(=O)(=O)c3ccccc3)c(SCC(N)=O)o2)cc1,104,95,103,109,62,100,98,110,105
COC(=O)CC1=C(C)/C(=C/c2[nH]c(-c3ccc[nH]3)cc2OC)N=C1C,-18*,20,-13*,11,-5.4*,10,6.6*,19,8.3*
Cc1nc2c(=O)nc3s/c(=C\c4ccco4)c(=O)n3c2nc1C,105,102,99,93,51,101,96,101,112
CCCCCCNC(=O)Oc1ccc(/C(=C(/C)c2ccc(OC)cc2)c2ccc(OCCN3CCCCCC3)cc2)cc1,nt,66,48,47,64,47,42,61,-8.3*
CCCCCCCCCC(N)=O,109,105,103,98,108,103,103,120,99
CC(C)(C)c1ccc(S(=O)(=O)O)s1,115,101,96,-13*,95,97,108,96,105
COc1ccc(NC(=O)c2sc3nc4c(cc3c2N)C(=O)CCC4)cc1,104,115,105,115,39,108,108,100,101
Cc1ccc(Nc2nc(N)n(Cc3cccc(Br)c3)n2)cc1,86,86,90,77,67,86,95,78,nt
CN(C)NC(=O)C(c1ccccc1)c1ccccc1,108,108,101,103,84,108,106,103,105
Cc1ccc(Cc2sc3nc(=O)c4cn(C)nc4n3c2C)cc1,110,103,101,104,107,107,109,104,105
CS(=O)(=O)Oc1ccc2c3c(c(=O)oc2c1)CCCCCC3,74,87,80,90,86,67,82,99,91
CCOC(=O)c1cc(C(=O)c2cc(OC)c(OC)c(OC)c2)n2nc(-c3ccc(Cl)cc3)ccc12,107,83,109,94,84,98,96,114,115
O=[N+]([O-])c1ccc(Oc2cc(Cl)c(Cl)cc2Cl)c(Cl)c1,100,105,99,116,94,97,99,96,90
Nc1ccc(Cl)cc1[N+](=O)[O-],105,104,111,95,129,125,101,94,115
O=S(=O)(c1ccc(NC(=S)NCc2ccco2)cc1)N1CCCCC1,107,88,98,96,77,99,87,103,nt
CN1C(=O)[C@@]2(C)Nc3ccccc3CN2C1=S,99,117,103,107,115,100,110,99,123
O=c1[nH]ncc2ccccc12,109&112,114&104,112&101,108&98,96&100,118,106&103,104&99,117&123
O=C(Oc1cc([N+](=O)[O-])c(Cl)cc1Cl)C(=O)Oc1cc([N+](=O)[O-])c(Cl)cc1Cl,109,112,110,87,98,101,96,113,116
COc1cc2oc(-c3ccc(NC(=O)c4cccc(Br)c4)cc3)cc(=O)c2c(OC)c1OC,87,108,80,112,76,73,71,99,57
CC(=O)c1ccc(NC(=O)COc2ccc(C3SCC(=O)N3c3ccccc3)cc2)cc1 (centres undefined),115,111,89,94,nt,112,100,108,119
C=CCn1c(SCC(=O)Nc2cccc(C(=O)/C=C/c3ccc(C)cc3C)c2)nc2ccccc2c1=O,nt,115,95,93,73,83,93,92,92
O=C(OCCO)c1ccccc1-c1c2cc3cc(Br)c(O)c(Br)c3oc-2c(Br)c(=O)c1Br,99,98,95,96,121,106,109,99,108
COc1cc2c(c(OC)c1OC)C(=O)CC(c1cccc(NC(=O)CN)c1)O2 (centres undefined),nt,104,103,103,81,109,101,105,105
CS(=O)(=O)c1cnccn1,101,101,96,104,70,94,95,104,95
Cn1c2c(c3ccc(Cl)cc31)-n1cccc1C2=O,104,102,78,70,90,nt,83,103,92
COC(=O)c1nc(=S)[nH]c(C(=O)OC)c1C(=O)c1cc(Cl)ccc1Cl,115,96,101,101,126,109,113,110,104
Cc1ccc(OCc2cccc(Cl)c2)cc1,108,124,113,120,100,102,nt,99,90
CCOC(=O)Nc1ccccc1NC(=O)c1ccc(NC(=O)c2ccc3c(c2)ncn3-c2ccccc2)cc1,nt,112,98,109,49,93,95,102,nt
COc1cc2c(cc1OC)[C@H](C(=O)O)[C@@H](c1ccc(OC(C)C)c(OC)c1)N(C)C2=O,104,104,96,138,137,100,nt,98,nt
c1ccc(-c2nn(-c3ccccc3)c3c2-c2ccccc2CO3)cc1,105,96,100,97,122,108,104,99,116
Cc1ccc(C(=O)NCCCNc2nc(Nc3ccc(N4CCN(C)CC4)cc3)nc3ccsc23)cc1,31,93,30,69,137,40,29,69,-53*
COC(=O)c1[nH]nc2c1C1(C(=O)Nc3ccc([N+](=O)[O-])cc31)C(C#N)=C(N)O2 (centres undefined),nt,109,101,101,97,105,99,103,108
CCNCC(=O)Nc1ccc(C(=O)OCC)cc1,100,100,108,99,86,102,103,103,124
O=C(Nc1ccc(F)c([N+](=O)[O-])c1)c1ccc2c(c1)C(=O)OC2=O,113,101,94,102,96,106,93,92,97
O=C(NCCCNc1nccc(-c2c(-c3cccc(F)c3)nc3sccn23)n1)c1ccc(F)cc1,74,66,75,49,nt,82,68,141,77
CCCCOC(=O)Oc1ccc(C(=O)Oc2ccc(OCC)cc2)cc1,99,111,90,105,nt,88,99,94,102

# Carrying on.
SMILES,OVCAR-3,SK-OV-3,ACHN,IGROV1,A498,OVCAR-4,OVCAR-8,OVCAR-5,RXF 393
CCCCOc1ccc(C(=O)Nc2cc(C)on2)cc1,112,110,131,93,98,93,92,112,101
COc1ccc(Cc2nn(CC(=O)N/N=C/c3ccc([N+](=O)[O-])cc3)c(=O)c3c(C)noc23)cc1,45,103,48,83,111,1.8*,57,90,55
CCNc1ccc(-c2ccc(NCC)cc2)cc1,86,101,18,102,21,77,81,107,88
COc1ccc(-c2c(C#N)c(-c3ccccc3)nc3c2c(-c2ccccc2)nn3-c2ccccc2)cc1OC,98,86,99,103,85,82,97,98,72
Cc1ccc(S(=O)(=O)N(CCC(=O)O)CCC(=O)O)cc1,111,106,104,nt,87,109,100,110,110
COc1cc(NC(=O)CSc2nnc(-c3ccc(-c4nc5ccc(C)cc5[nH]4)cc3)o2)cc(OC)c1OC,109,106,102,90,102,103,98,100,nt
Nc1ccccc1NC(=O)CCCCC(=O)Nc1ccc2c(c1)/C(=C/c1ccc[nH]1)C(=O)N2,66,72,93,60,-5.1*,52,78,96,63
COc1cc(CNC(=O)/C=C/C=C/c2ccc3c(c2)OCO3)ccc1OCc1cn(-c2ccc(C#N)cc2)nn1,105,nt,89,101,nt,88,94,100,73
O=S(=O)(O)/C=C/c1ccccc1,118,88,102,114,86,105,96,100,100
O=S(c1cc(Cl)cc(Cl)c1O)c1cc(Cl)cc(Cl)c1O,105,101,104,100,83,102,95,107,103
O=C1C(=O)N(CCCCn2cc(-c3ccc(F)cc3)nn2)c2ccccc21,111,111,99,96,72,105,102,95,95
NS(=O)(=O)c1ccc(C(=O)O)cc1,122,107,98,111,106,111,108,103,133
COc1ccc(-c2cc(-c3c(C)oc4c(OC)c5occc5c(OC)c4c3=O)nc(N)c2C#N)cc1OC,111,85,95,98,106,96,103,90,100
CCOC(=O)NC(C)=O,106,112,91,101,107,105,94,101,112
CCOC(=O)c1ccc(NC(=O)c2nc(-c3cc(OC)c(OC)c(OC)c3)n(-c3ccc(Cl)cc3)n2)cc1,100,94,94,89,86,95,92,101,86
O=C1c2cccnc2-c2ncccc21,110[100 µM],107[100 µM],112[100 µM],113[100 µM],103[100 µM],109[100 µM],106[100 µM],122[100 µM],109[100 µM]
C=CCOC(=O)COc1ccc(Cl)cc1Cl,105,96,103,105,101,105,99,104,108
NC1(C(=O)N[C@@H](CCO)c2ccc(Cl)cc2)CCN(c2ncnc3[nH]ccc23)CC1,61,-6.7*,53,3.3*,-46*,65,76,52,-42*
O=[N+]([O-])c1cccc2ncccc12,111,108,100,112,98,nt,99,103,122
CC(=O)Oc1csc(N(C(C)=O)c2cc(C(=O)O)cc(C(=O)O)c2)n1,105,111,104,101,71,90,104,101,96
CC1(C)c2[nH]c3ccccc3c2C[C@]2(C)[C@H]3CC=C4[C@@H]5C[C@](C)(C(=O)O)CC[C@]5(C)CC[C@@]4(C)[C@]3(C)CC[C@@H]12,73,74,62,94,55,54,66,98,86

# 3 structures from above, ordered by length of the SMILES, rising.
SMILES,OVCAR-3,SK-OV-3,ACHN,IGROV1,A498,OVCAR-4,OVCAR-8,OVCAR-5,RXF 393
CCOC(=O)NC(C)=O,106,112,91,101,107,105,94,101,112
CC(=O)Oc1csc(N(C(C)=O)c2cc(C(=O)O)cc(C(=O)O)c2)n1,105,111,104,101,71,90,104,101,96
NC1(C(=O)N[C@@H](CCO)c2ccc(Cl)cc2)CCN(c2ncnc3[nH]ccc23)CC1,61,-6.7*,53,3.3*,-46*,65,76,52,-42*
